IMPase inh: qHTS Assay for Identifying the Cell-Membrane Permeable IMPase Inhibitors; Inositol monophosphatase 1 (Rattus norvegicus), P97697; CHO-M1 cells, IP1 accumulation, HTRF TR-FRET ratio; inhibition (IP1 accumulation), % at 46.1 µM; 120,000 tested, under 10 active; active = well fitted curve in the direction sought with a large enough effect in the signal ratio, not every such curve was filed as active; inconclusive = small, poorly fitted or top-dose-only effect, or a change in a side signal; inactive = no such curve, though single readings can be large or run the other way; the % refers to the signal ratio;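 note: cells stimulated with carbachol in lithium chloride buffer; plate controls were DMSO basal wells for no effect and reference inhibitor wells for full effect; higher means more IMPase inhibition seen as more IP1 and lower FRET ratio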
Target sequence (P97697 whole entry, looked up): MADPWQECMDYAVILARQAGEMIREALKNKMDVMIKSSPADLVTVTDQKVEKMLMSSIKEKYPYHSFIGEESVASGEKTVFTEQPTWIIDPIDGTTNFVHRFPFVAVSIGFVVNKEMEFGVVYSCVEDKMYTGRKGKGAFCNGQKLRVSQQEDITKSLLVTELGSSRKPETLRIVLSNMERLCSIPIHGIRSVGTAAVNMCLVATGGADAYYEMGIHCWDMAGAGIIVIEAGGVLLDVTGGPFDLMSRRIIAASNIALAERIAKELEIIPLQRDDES
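Seeded CHO-M1 cells were dosed with compound at up to 46 uM, stimulated with carbachol for 30 min, then lysed in IP-One detection reagents. Higher IP1 lowers the TR-FRET signal.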
12-hLO inh: qHTS Assay for Inhibitors of 12-hLO (12-human lipoxygenase). AID 1452, 2008. Polyunsaturated fatty acid lipoxygenase ALOX12 (Homo sapiens), P18054. Potency, µM (highest dose often 57.1 µM), for inactives: at the highest dose activity change, negative = inhibition, most hits filed as inhibitors. purified 12-hLO, xylenol orange hydroperoxide absorbance. 150,000 compounds, 0.12% hits; note: potency is the fitted concentration of half-maximal effect; nearly all actives have a fitted effect of over 55% in size; many of its hits are not listed in these tables
Target sequence (P18054 whole entry, looked up): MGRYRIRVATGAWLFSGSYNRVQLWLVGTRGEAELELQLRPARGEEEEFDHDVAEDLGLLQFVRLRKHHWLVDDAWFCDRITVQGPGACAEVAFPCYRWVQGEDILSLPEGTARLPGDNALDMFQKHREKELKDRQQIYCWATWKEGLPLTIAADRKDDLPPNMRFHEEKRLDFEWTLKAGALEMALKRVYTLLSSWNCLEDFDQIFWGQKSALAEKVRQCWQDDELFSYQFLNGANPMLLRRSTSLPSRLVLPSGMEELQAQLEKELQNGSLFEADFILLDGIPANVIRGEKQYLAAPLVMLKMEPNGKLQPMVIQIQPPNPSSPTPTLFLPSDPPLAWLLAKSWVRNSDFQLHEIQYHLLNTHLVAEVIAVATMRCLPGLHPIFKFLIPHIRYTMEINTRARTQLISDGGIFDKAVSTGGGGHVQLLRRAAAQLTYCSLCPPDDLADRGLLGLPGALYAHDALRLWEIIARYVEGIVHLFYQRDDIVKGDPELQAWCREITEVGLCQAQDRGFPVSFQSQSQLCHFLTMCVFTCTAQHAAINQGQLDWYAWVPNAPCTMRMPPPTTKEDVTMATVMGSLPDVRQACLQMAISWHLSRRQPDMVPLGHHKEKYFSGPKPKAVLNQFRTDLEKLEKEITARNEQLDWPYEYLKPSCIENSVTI
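Hydroperoxide formation by human 12-lipoxygenase from 40 uM arachidonic acid was followed colorimetrically via ferric-xylenol orange complex, using the 573/405 nm absorbance ratio. Enzyme concentration was 150 nM, with 30 min reaction at room temperature.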
ALOX15B inhib: qHTS Assay for Inhibitors of 15-hLO-2 (15-human lipoxygenase 2); Polyunsaturated fatty acid lipoxygenase ALOX15B (Homo sapiens), O15296; 110,000 compounds, 0.56% hits; purified 15hLO-2, xylenol orange hydroperoxide absorbance; Potency, µM (top dose mostly 57.1 µM), without a hit: top-dose activity change, negative = inhibition, hits mostly inhibitors; note: potency is the fitted concentration of half-maximal effect; nearly all actives have a fitted effect of over 60% in size; many of its hits are not listed in these tables
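Screening format was qHTS against 50 nM purified 15hLO-2 in Hepes pH 7.5 with detergent. Activity follows hydroperoxide formation from 45 uM arachidonic acid, measured as 573:405 nm absorbance ratio of the ferric-xylenol orange complex.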
PNC inhibitor: High Content Assay for Compounds that inhibit the Assembly of the Perinucleolar Compartment | PC3M PTB-GFP, PNC prevalence imaging, 16 h; stronger effect = lower value | activity change (PNC), negative = inhibition, % at 10 µM | 140,000 compounds, 3.1% hits | AID 2417, 2010;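 active = readout at or below -70, meaning at least 70% loss of cells showing the perinucleolar compartment, a nuclear body marking cancer cells; inconclusive = readout between -30 and a set limit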;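 note: plate controls were DMSO wells for no effect and camptothecin positive control wells for full effect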
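Read-out is percentage of cells bearing a perinucleolar compartment, from automated 20x imaging of fixed, Hoechst-stained PC3M PTB-GFP cells. Cells were seeded 4 h, then exposed 16 h to compound (23 nl of library stock) in duplicate plates.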
The depositor's hits bear a star; ? = inconclusive; / = not tested or not shown; & = joins results of further samples; [ ] = another dose, or the depositor's remark. Unless noted, calls come from the whole dose curve; as a rule, active = well fitted curve in the direction sought with a large enough effect; inconclusive = small, poorly fitted or top-dose-only effect, or another doubt; inactive = no such curve, though single readings can be large; an effect the other way counts as inactive or inconclusive. Unless noted, % is set by controls: 0 for no effect and ±100 for the full control effect. These rows are one share of the data (hit frequency here may not be typical).

SMILES	IMPase inh	12-hLO inh	ALOX15B inhib	PNC inhibitor
Cc1c(N=Nc2c(O)[nH]c(=S)[nH]c2=O)c(=O)n(-c2ccccc2)n1C	23	2%	/	87
COc1cccc(OC)c1C(=O)Nc1nc(N)n(-c2ccccc2)n1	1	0%	-2%	27
CC(C(=O)Nc1ccc(Br)cc1C(=O)c1ccccc1)N1CCOCC1 (centres undefined)	6	-7%	8%	?
CN1C(=O)C(C2c3ccccc3C(=O)N2Cc2ccc([N+](=O)[O-])cc2)C(=O)N(C)C1=O (centres undefined)	-3	-6%	-2%	19
Cc1cc(C)cc(N2C(=O)NC(=O)/C(=C\c3cccn3-c3ccc(Cl)cc3)C2=O)c1	-5	?	?	?
CCOC(=O)c1c(-c2ccc(OC)cc2)oc2ccc(OC(=O)N(C)C)cc12	-13	-4%	8%	?
Cc1[nH]c2ccccc2c1C(=O)CN1CC=C(c2ccccc2)CC1	/	0%	/	?
Cc1cccc(NC(=S)N2CC3CC(C2)c2cccc(=O)n2C3)c1C (centres undefined)	-12	3%	/	-12
CC(=NCc1cccnc1)c1c(O)n(Cc2ccccc2)c(=O)[nH]c1=O	0	-5%	/	15
CN1[C@@H](CC(=O)c2ccccc2)CCC[C@H]1C[C@H](O)c1ccccc1	/	0%	44%[activator][0.0915 µM]	19
CCn1c(C)c(C(=O)O)c2cc(OC)ccc21	-2	-3%	-19%	34
O=c1ccc2cc(O[C@H]3OC(CO)C(O)C(O)C3O)c(O)cc2o1 (some centres undefined)	/	-11%&-1%	-10%&-5%	/
CCN1C[C@@]2(COC)CC[C@H](O)[C@@]34[C@@H]2C[C@@H]([C@@H]13)[C@]1(O)C[C@@H](OC)C2C[C@H]4[C@H]1[C@H]2OC(C)=O	-4[20.6 µM]	-4%[25.6 µM]	3%[25.6 µM]	/
C=C1[C@@H]2C[C@@]3([C@H]1O)[C@H]1C[C@@H]4[C@@]5(C)CC[C@H](O)[C@]4([C@H]1N(CC)C5)[C@H]3C[C@H]2O	4[20.6 µM]	-3%[25.6 µM]	7%[25.6 µM]	/
FC(F)(F)c1ccc2c(c1)N(CCCN1CCN(CCCl)CC1)c1ccccc1S2	18	?	14%	2
NCCc1c[nH]c2ccc(O)cc12	/	-2%[0.00818 µM]	9%[0.0915 µM]	/
C=CCn1c(O)c(C(C)=NCCN2CCCCC2)c(=O)[nH]c1=O	-8	1%	4%	10
Cc1nc2c(c(C)nn2-c2ccccc2)c(C)c1CCC(=O)N1CCC2(CC1)OCCO2	5	3%	-2%	49
COC(=O)C1(C)C=C2C(=C(C)C(=O)C2C)CN1 (centres undefined)	/	-1%	-11%	/
CC1CN(c2ccc([N+](=O)[O-])c3cccnc23)CC(C)N1 (centres undefined)	-4	-3%	-3%	-7
CCCC(=O)NC(Oc1ccccc1Cl)C(Cl)(Cl)Cl (centres undefined)	1	-5%	-8%	?
C=CC1CC=CCC1 (centres undefined)	/	0%	2%	/
COc1ccccc1N1C(=O)NC(=O)C2(Cc3cc(C)ccc3N(C)C2)C1=O (centres undefined)	-2	-10%	-29%	-1
CN(C)CC#CCOCCOCCC#N	-2	-2%	6%	?
CC1(C)C(c2ccccc2)=NC(c2cccnc2)N1O (centres undefined)	3	-10%	-15%	?
SMILES	IMPase inh	12-hLO inh	ALOX15B inhib	PNC inhibitor
Cc1noc(C)c1C(=O)N1CCC[C@@]2(CCN(CC(C)C)C2)C1	/	0%	-7%	/
C/C(CCc1c[nH]c2ccccc12)=N\O	0	-6%	-5%	?
CCN1C[C@]2(COC)CC[C@H](O)[C@@]34[C@@H]5C[C@H]6[C@@H](OC)[C@H]5[C@](O)(C[C@@H]6OC)[C@@](O)([C@@H](OC)[C@H]23)[C@@H]14	-8[20.6 µM]	0%[25.6 µM]	5%[25.6 µM]	/
O=C(O)[C@H]1[C@H](C(=O)O)[C@H]2CC[C@@H]1O2	5	3%	7%	/
CCOC(=O)C(=O)NC1CCSC1=O (centres undefined)	-8	1%	-2%	34
CCOC(=O)c1ccc(NC(=O)C2C3C=CC(O3)C2C(=O)O)cc1 (centres undefined)	0	-2%	-24%	-91*
Nc1ccc(Cc2ccc(N)c(Cl)c2)cc1Cl	/	5%	-2%	/
Cc1ccc(-c2nc3ccccc3c(=O)n2-c2ccccn2)cc1	9	-1%	/	-8
CCC1C2CC3C4N(C)c5ccccc5[C@]45CC(C2C5O)N3C1O (some centres undefined)	/	1%	10%	/
Cc1nc2c(-c3ccccc3)c(C)nn2c(C)c1CCC(=O)N1CCC2(CC1)OCCO2	4	0%	/	29
CC(C)(C)c1cc(O)ccc1O	/	-16%[11.4 µM]	-18%&-18%	/
C=CCOc1ccc(CC2C(=O)N(C)C(=O)N(C)C2=O)cc1	-6	1%	?	-16
CC1=C(C(=O)N2CCC3(CC2)OCCO3)C2(CCC(C)CC2)OC1=O (centres undefined)	-2	-2%	4%	-1
CC(C)c1nccn1Cc1ccc(Cl)cc1Cl	/	5%[11.4 µM]	-1%[11.4 µM]	/
C=CC(=O)OC	/	-2%	3%	/
NC(=O)Nc1ccc(C(=O)OCC(=O)Nc2ccc(Cl)cc2C(=O)c2ccccc2)cc1	/	-5%	/	-29
N[C@@H](Cc1c[nH]c2ccccc12)c1nnc(SCc2ccccc2F)o1	-2	-2%	38%[activator]	30
C=C1N2CCC(CC2)C1(O)c1ccc(C)c(C)c1 (centres undefined)	3	-1%	/	56
CCC(C)C12CN3CCN(CC(C)(C3)C1=O)C2 (centres undefined)	-3	1%	6%	10
CP(C)(=O)CCC(=O)O	6	9%	2%	?
CN(C)CCN=Cc1c(O)n(CCC2=CCCCC2)c(=O)[nH]c1=O	3	10%	26%	3
CC1(C)CCC(C)(C)c2c1ccc(O)c2Cc1c(O)ccc2c1C(C)(C)CCC2(C)C	/	-9%[11.4 µM]	-13%[11.4 µM]	/
Cc1ccc(-n2c(O)c(C=NCCN3CCOCC3)c(=O)[nH]c2=O)cc1	-5	0%	5%	5
COc1cccc(CN2CCCCC2c2cccnc2)c1 (centres undefined)	3	-4%	4%	-83*
CC(C)[C@@]1(NC(=O)[C@@H]2C[C@@H]3c4cccc5[nH]cc(c45)C[C@H]3N(C)C2)O[C@@]2(O)[C@@H]3CCCN3C(=O)[C@H](Cc3ccccc3)N2C1=O	/	-8%	/	-6
SMILES	IMPase inh	12-hLO inh	ALOX15B inhib	PNC inhibitor
O=c1[nH]c(=O)n(Cc2ccccc2)c(O)c1C=NCCCn1ccnc1	18	-1%	11%	-18
CCCCSC1=NN1c1nc(N)nc(C)c1CC	-9	-2%	4%	16
C[n+]1c(/C=C\c2ccc(O)c3ncccc23)[se]c2ccccc21	/	-20%[11.4 µM]	19%[11.4 µM]	/
CC(C)CN1CC[C@@]2(CCCN(C(=O)c3ccncc3)C2)C1	/	-1%	2%	/
CCCCC/C=C\C/C=C\C/C=C\C/C=C\CCCC(=O)NCc1ccoc1	/	-9%[0.00818 µM]	-11%[0.0915 µM]	/
CC(=O)O[C@]1(c2ccccc2)CCN(C)[C@H]2CCCC[C@@H]21	-1	2%	/	29
O=c1[nH]c(=S)n(CCC2=CCCCC2)c(O)c1C=NC1CCN(Cc2ccccc2)CC1	0	4%	25%	22
CCN(CCNc1ccc([N+](=O)[O-])c2cccnc12)S(=O)(=O)c1ccccc1	-1	-2%	/	9
CCOP(=O)(OCC)C1(O)C(=O)Nc2ccc(Br)cc21 (centres undefined)	/	-3%	/	?
CCOP(=O)(OCC)C(c1ccccc1)N(C)C=O (centres undefined)	?	0%	7%	3
COc1cc2c3cc1Oc1c(O)c(OC)cc4c1[C@@H](Cc1ccc(cc1)Oc1cc(ccc1O)C[C@H]3N(C)CC2)N(C)CC4	/	7%[11.4 µM]	31%[activator][11.4 µM]	/
COc1cccc(C2(O)CCSCC2CN(C)C)c1 (centres undefined)	/	-2%	/	73
c1ccc2c(CCNCc3ccc4c(c3)OCO4)c[nH]c2c1	10	0%	/	9
CCCCn1c(O)c(C(C)=NCCN2CCOCC2)c(=O)[nH]c1=O	3	2%	-7%	-28
BrC(Br)Br	/	1%	-13%	/
CCC(C)c1ccc(N2C(=O)NC(=O)/C(=C/c3cccn3CCOc3ccc(C)cc3)C2=O)cc1 (centres undefined)	5	-11%	/	1
CC(O)(CS(=O)(=O)c1cccc(C(F)(F)F)c1)C(=O)Nc1cccc(C(F)(F)F)c1 (centres undefined)	1	-3%	-6%	18

Grouped by structure, those above containing sulfur (10)
SMILES	IMPase inh	12-hLO inh	ALOX15B inhib	PNC inhibitor
Cc1c(N=Nc2c(O)[nH]c(=S)[nH]c2=O)c(=O)n(-c2ccccc2)n1C	23	2%	/	87
Cc1cccc(NC(=S)N2CC3CC(C2)c2cccc(=O)n2C3)c1C (centres undefined)	-12	3%	/	-12
FC(F)(F)c1ccc2c(c1)N(CCCN1CCN(CCCl)CC1)c1ccccc1S2	18	?	14%	2
CCOC(=O)C(=O)NC1CCSC1=O (centres undefined)	-8	1%	-2%	34
N[C@@H](Cc1c[nH]c2ccccc12)c1nnc(SCc2ccccc2F)o1	-2	-2%	38%[activator]	30
CCCCSC1=NN1c1nc(N)nc(C)c1CC	-9	-2%	4%	16
O=c1[nH]c(=S)n(CCC2=CCCCC2)c(O)c1C=NC1CCN(Cc2ccccc2)CC1	0	4%	25%	22
CCN(CCNc1ccc([N+](=O)[O-])c2cccnc12)S(=O)(=O)c1ccccc1	-1	-2%	/	9
COc1cccc(C2(O)CCSCC2CN(C)C)c1 (centres undefined)	/	-2%	/	73
CC(O)(CS(=O)(=O)c1cccc(C(F)(F)F)c1)C(=O)Nc1cccc(C(F)(F)F)c1 (centres undefined)	1	-3%	-6%	18

Assay outcomes deposited in PubChem BioAssay by National Center for Advancing Translational Sciences (NCATS).
